Bioassay records (PubChem)
Apoferritin bind = binds horse apoferritin like a general anesthetic. P02791. apoferritin/1-aminoanthracene competitive binding, fluorescence. Potency, µM (titrated, usually from 77.5 µM), for inactives: top-dose activity change, negative = displacement, actives largely listed as inhibitors. 350,000 tested, 0.074% active; further: potency means the concentration at half of the fitted maximal effect; on the % scale 0 is the no-effect control and ±100 the full control effect; nearly all actives have a fitted effect of over 20% in size
Target sequence (P02791 2-175 limits assumed): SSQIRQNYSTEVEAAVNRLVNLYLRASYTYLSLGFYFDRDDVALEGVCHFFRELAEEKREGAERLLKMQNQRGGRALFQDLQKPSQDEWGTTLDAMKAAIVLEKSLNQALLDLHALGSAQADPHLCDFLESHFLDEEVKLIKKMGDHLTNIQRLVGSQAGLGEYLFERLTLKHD
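Probe: 1-aminoanthracene (50% saturated, PBS). Protein: horse-spleen apoferritin, 10 uM. Incubation: 10 min, room temperature. Detection: 380 nm excitation, 535 nm emission. Analysis: normalized response, four-parameter Hill.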
RXFP1 antagonist = blocks the human relaxin receptor RXFP1 | activity change, negative = inhibition, % at 57.5 µM | AID 1259400 | Q9HBX9 | HEK293-RXFP1, relaxin-stimulated cAMP HTRF, 30 min; hits give low values | 350,000 tested, 0.59% active;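 active means activity change of -60% or lower, but not beyond a set lower limit; inconclusive means change between -60% and -40%, or beyond the set limit; inactive means change above -40%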; further: on the % scale 0 is the no-effect control and ±100 the full control effect
RXFP1 agonist = activates the human relaxin receptor RXFP1; Q9HBX9; Potency, µM (highest dose often 57.5 µM), for inactives: at the top dose activation, most hits filed as activators; 370,000 tested, 0.3% active; HEK293T-RXFP1 cAMP TR-FRET, 30 min; response scale: percent of porcine relaxin response, buffer zero; further: potency means the concentration at half of the fitted maximal effect; on the % scale 0 is the no-effect control and ±100 the full control effect; nearly all actives have a fitted effect of over 60% in size; many of its hits are not listed in these tables
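HEK293T cells stably expressing RXFP1 were pretreated with the PDE4 inhibitor Ro 20174, exposed to compounds for 30 min at 37C, lysed, and cAMP was read by TR-FRET. Data normalized to buffer (basal) and 29 nM porcine relaxin (100%).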
TRHR ag = agonists of human TRH receptor; P34981; TRHR cells, calcium flux fluo-8, FDSS agonist mode; activation, % at 2 µM; 360,000 tested, 0.18% active; AID 493084; in the data active means activation above about 30%; further: 0% is about no effect
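Agonist-mode FDSS calcium read (Ex 480/Em 530, 1 s cycles) in 1536-well TRHR cells with fluo-8 dye, after 10-cycle baseline and 23 nL compound addition; TRH at EC20 (10 nM final) added afterwards for the enhancer phase.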
D1 PAM = human D1 dopamine receptor positive modulation; potentiation, % at 10 µM; 360,000 tested, 0.036% active; P21728; HEK293 TREx D1 cells, calcium flux, dopamine EC20 potentiation; in the data active means potentiation above about 30%; further: 0% is about no effect
Target sequence (P21728 whole entry, looked up): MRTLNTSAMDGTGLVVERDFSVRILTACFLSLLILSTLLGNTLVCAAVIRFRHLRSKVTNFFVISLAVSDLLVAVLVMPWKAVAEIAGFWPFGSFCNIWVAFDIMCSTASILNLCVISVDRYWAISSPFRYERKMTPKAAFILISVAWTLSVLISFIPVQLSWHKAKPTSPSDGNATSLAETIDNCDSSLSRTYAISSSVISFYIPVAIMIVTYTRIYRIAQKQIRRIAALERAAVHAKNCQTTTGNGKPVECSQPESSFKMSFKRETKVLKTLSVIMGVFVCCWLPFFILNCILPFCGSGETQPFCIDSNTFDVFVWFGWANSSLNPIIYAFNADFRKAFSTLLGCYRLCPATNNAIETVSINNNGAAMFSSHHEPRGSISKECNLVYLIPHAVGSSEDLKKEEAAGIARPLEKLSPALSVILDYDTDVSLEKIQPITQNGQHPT
D2 PAM = positively modulates the human D2 dopamine receptor allosterically; potentiation, % at 10 µM; 340,000 tested, 0.34% active; HEK293 T-REx D2, calcium flux, EC20 dopamine potentiation; P14416;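 active means potentiation over 3 SD above the plate norm, cut at about 30% in these data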; further: 0% is about no effect
Target sequence (P14416 whole entry, looked up): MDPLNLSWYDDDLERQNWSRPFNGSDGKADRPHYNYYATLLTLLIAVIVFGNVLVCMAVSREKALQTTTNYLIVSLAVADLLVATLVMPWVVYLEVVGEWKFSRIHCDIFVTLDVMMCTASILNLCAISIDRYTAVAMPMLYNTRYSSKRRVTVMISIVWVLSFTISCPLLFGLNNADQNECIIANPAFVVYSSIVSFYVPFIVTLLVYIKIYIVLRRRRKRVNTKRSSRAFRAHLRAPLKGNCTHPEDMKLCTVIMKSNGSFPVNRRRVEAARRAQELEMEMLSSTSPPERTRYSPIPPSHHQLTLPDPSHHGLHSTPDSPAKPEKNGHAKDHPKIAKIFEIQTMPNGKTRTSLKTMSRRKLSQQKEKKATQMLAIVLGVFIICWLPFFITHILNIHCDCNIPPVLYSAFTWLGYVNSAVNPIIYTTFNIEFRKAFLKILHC
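Tetracycline-induced Hek293 Trex D2 cells, force-coupled to calcium, loaded with no-wash calcium dye. Compound added with 180 s kinetic read for agonism, then EC20 dopamine and a further 180 s read for potentiation.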
D1 antagonist = human D1 dopamine receptor antagonism | P21728 | HEK293 TREx D1 cells, calcium flux, dopamine EC80; hits give low values | activity change, negative = inhibition, % at 10 µM | 360,000 tested, 3.2% active; in the data active means activity change below about -30%; further: on the % scale 0 is the no-effect control and ±100 the full control effect
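Inducible Hek293 Trex D1 cells (tetracycline, overnight, 30 C). Calcium dye 30–90 min RT. Antagonist mode: EC80 dopamine added after 180 s compound read.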
TRHR enhancer = TRH receptor (human) allosteric enhancement | TRHR cells, fluo-8 calcium fluorescence, EC20 TRH enhancement | enhancement, % at 2 µM | 360,000 tested, 0.66% active | AID 493056; in the data active means enhancement above about 30%; further: 0% is about no effect
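TRHR-expressing cells loaded with fluo-8 calcium dye were read kinetically (ex 480/em 530) during compound addition, then stimulated with an EC20 of TRH (10 nM final). Enhancement of the Gq-mediated intracellular calcium response was scored.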
D1 agonist = agonists of human D1 dopamine receptor | P21728 | HEK293 T-REx D1 cells, calcium flux, agonist mode | activation, % at 2 µM | 360,000 tested, 1% active | AID 504660; in the data active means activation above about 30%; further: 0% is about no effect
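Agonism was scored from calcium flux recorded over 180 s (1 read/s) after pintool compound addition, following a 10-cycle baseline. Cells were inducible force-coupled HEK293 TREx D1, plated overnight at 30 C and loaded with no-wash calcium dye.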
Active calls of the source: *; ? = inconclusive; · = not tested or not shown; & = joins results of further samples; [ ] = remark or other dose. Unless noted, the call rests on the fitted dose curve; in most records, active means well fitted curve in the direction sought with a large enough effect; inconclusive means small, poorly fitted or top-dose-only effect, or another doubt; inactive means no such curve, though single readings can be large; an effect the other way counts as inactive or inconclusive. Not all compounds are listed. The share of hits here may be higher or lower than overall.

item	mol	Apoferritin bind	RXFP1 antagonist	RXFP1 agonist	TRHR ag	D1 PAM	D2 PAM	D1 antagonist	TRHR enhancer	D1 agonist
1	O=C(N/N=C/C(Br)=C/c1ccccc1)c1ccccc1[N+](=O)[O-]	5.7%	-1.7	-0.6%	0.1	-9.2	-14.9	-7.9	-9.0	3.6
2	Cc1onc(-c2c(F)cccc2Cl)c1C(O)c1ccc(F)cc1 (configuration not stated)	8.5%	-3.9	-0.9%	1.0	-2.8	-8.1	-13.8	-0.9	0.3
3	COC(=O)CSc1nc(NC(C)C)nc(N2CCOCC2)n1	-4.9%	-5.5	-0.4%	0.1	-3.4	-9.4	-8.5	-1.7	1.2
4	COc1ccc(-c2c(C#Cc3ccsc3)c3cc(-c4cccc5[nH]ccc45)ccc3n2C)cc1	·	·	1.0%	0.2	-1.0	·	·	0.1	0.3
5	COc1ccc(-c2cnc3nc[nH]c(=O)c3n2)cc1	143.6%[activator]	-16.3	0.4%	0.2	1.6	-2.5	4.0	4.0	2.1
6	CCCOC(=O)CSc1nnc(-c2ccc(Cl)cc2Cl)o1	?	?	2.8%	0.8	-0.3	0.1	0.0	7.8	6.6
7	O=C(CSc1nnc(CNC(=O)c2ccccc2F)o1)NCc1ccccc1	-4.9%	0.2	1.4%	-0.1	1.4	-5.3	15.1	4.5	1.9
8	COc1cccc2cc(C(=O)C3=C(O)C(=O)N(CCN(C)C)C3c3ccc(F)cc3)oc12 (configuration not stated)	?	6.6	13.7%	0.3	-3.6	4.6	-1.9	-3.6	-0.5
9	Cc1cc2cc(C(c3nnnn3Cc3ccco3)N3CCc4ccccc43)c(=O)[nH]c2cc1C (configuration not stated)	-14.0%	-31.3	-0.6%	0.4	-0.8	10.5	12.1	7.5	1.6
10	O=C(CSc1nnc(-c2ccc(Cl)cc2)c(-c2ccc(Cl)cc2)n1)NC1CCCC1	-11.4%	-37.2	?	-0.2	1.8	3.4	-6.1	0.3	-0.5
11	COc1ccc(CNC(=O)CN(c2ccc(C)cc2)S(=O)(=O)c2c(C)n[nH]c2C)cc1	-3.6%	·	-0.8%	-0.9	-0.6	1.2	-24.5	1.0	-1.9
12	O=C(COc1ccc(S(=O)(=O)N2CCOCC2)cc1)NCCCn1ccnc1	-4.1%	13.6	-0.5%	-0.8	·	2.3	10.8	5.6	7.9
13	Cc1cc(=O)oc2c3c(cc(OCC(=O)NC(Cc4ccc(Cl)cc4)C(=O)O)c12)OC(C)(C)CC3 (configuration not stated)	-5.3%	·	2.3%	-0.2	0.6	-2.3	2.7	2.9	2.0
14	O=C(NCCCN1CCOCC1)c1ccc(Sc2ccc(F)cc2)c([N+](=O)[O-])c1	-21.4%	0.6	5.6%	-0.5	-8.2	-0.1	-20.7	-1.1	15.5
15	COc1ccc(OC)c(NC(=O)c2cc3sccc3n2C)c1	-2.5%	18.2	-0.3%	-2.0	-2.5	2.1	-11.7	-0.8	2.9
16	CCc1cccc(NC(=S)N(CCN(C)C)C2CCN(C(C)C)CC2)c1	-9.9%	-6.0	0.7%	0.4	-14.8	-6.9	3.1	-4.5	4.7
17	N#C/C(=C\c1ccc(-c2cccc(Cl)c2)o1)C(=O)Nc1cccc(C(F)(F)F)c1	10.9%	-1.8	-1.6%	-0.9	-2.3	-16.9	5.5	5.8	16.6
18	Cc1ccccc1NC(=O)c1sc2nc[nH]c(=O)c2c1C	-12.4%	6.5	5.8%	-0.1	-2.2	20.3	16.2	18.2	-1.1
19	Cc1cc(=O)c2c(O)c(O)ccc2o1	3.5%	10.4	-0.2%	0.8	-3.2	8.9	3.0	2.6	0.2
20	CCOC(=O)N1CCN(C(=O)c2ccc(CS(=O)(=O)c3c(Cl)cccc3Cl)o2)CC1	6.5%	·	-0.7%	-0.5	1.6	·	-7.3	0.8	-1.3

Given with values under each structure: part of the list above
Screens in order: Apoferritin bind, RXFP1 antagonist, RXFP1 agonist, TRHR ag, D1 PAM, D2 PAM, D1 antagonist, TRHR enhancer, D1 agonist
[6] CCCOC(=O)CSc1nnc(-c2ccc(Cl)cc2Cl)o1
    ?, ?, 2.8%, 0.8, -0.3, 0.1, 0.0, 7.8, 6.6
[8] COc1cccc2cc(C(=O)C3=C(O)C(=O)N(CCN(C)C)C3c3ccc(F)cc3)oc12 (configuration not stated)
    ?, 6.6, 13.7%, 0.3, -3.6, 4.6, -1.9, -3.6, -0.5
[12] O=C(COc1ccc(S(=O)(=O)N2CCOCC2)cc1)NCCCn1ccnc1
    -4.1%, 13.6, -0.5%, -0.8, ·, 2.3, 10.8, 5.6, 7.9
[7] O=C(CSc1nnc(CNC(=O)c2ccccc2F)o1)NCc1ccccc1
    -4.9%, 0.2, 1.4%, -0.1, 1.4, -5.3, 15.1, 4.5, 1.9
[14] O=C(NCCCN1CCOCC1)c1ccc(Sc2ccc(F)cc2)c([N+](=O)[O-])c1
    -21.4%, 0.6, 5.6%, -0.5, -8.2, -0.1, -20.7, -1.1, 15.5

The listing continues.
item	mol	Apoferritin bind	RXFP1 antagonist	RXFP1 agonist	TRHR ag	D1 PAM	D2 PAM	D1 antagonist	TRHR enhancer	D1 agonist
21	Cc1cc(C)n(CCc2nc3c4ccccc4nc(N4CCN(c5cccc(C)c5C)CC4)n3n2)n1	-4.6%	·	4.1%	0.0	-3.0	-3.3	15.2	-3.6	2.2
22	O=C(c1ccc2snnc2c1)N1CCSCC1	-10.3%	-1.4	0.3%	0.8	-5.5	-6.7	-9.8	-6.9	2.0
23	C#CCn1c(=NC(=O)c2ccc(Br)s2)sc2cccc(OC)c21	-10.4%	-6.7	17.9%	1.2	-4.0	-1.7	-20.9	-0.6	6.9
24	O=C(NN/C(=N/S(=O)(=O)c1ccc(Cl)cc1)c1ccccc1)c1ccc(O)cc1	-1.5%	7.7	7.6%	-1.9	-8.9	-3.3	-10.4	-4.1	-0.1
25	COc1ccc(Cl)cc1NC(=O)Cn1c(=O)n(-c2ccc(C)cc2)c(=O)c2ccc(C(=O)NCc3ccccc3Cl)cc21	1.4%	·	7.4%	0.9	1.9	-0.7	-2.0	-5.0	0.9
26	COCCC(=O)N1CCC(Oc2ccc(C(=O)NCc3cccc(C)n3)cc2)CC1	-1.3%	5.4	-0.7%	0.1	1.2	17.6	20.0	-2.7	4.8
27	COc1ccc(C2c3c4c(n(C)c3CCN2C)CCN(C)C4c2ccc(OC)cc2)cc1 (configuration not stated)	-6.1%	5.3	1.6%	1.6	-1.8	-8.9	-31.1*	-5.4	1.6
28	C=CCc1c(C)nc(SC)nc1Nc1ccc(C(=O)O)cc1	-11.4%	-3.1	-0.1%	0.0	-2.6	8.5	20.9	4.4	-2.6
29	Nc1nc(CN2CCC(Cc3ccccc3)CC2)nc(Nc2ccccc2)n1	-18.6%	-17.2	-0.3%	0.3	-3.2	-9.4	5.8	1.7	1.3
30	CCc1nc(SCC(=O)N2CCN(c3ccccc3)CC2)c2c(=O)n(C)c(=O)n(C)c2n1	-4.0%	·	-1.3%	0.7	-0.9	-5.5	-22.3	0.4	1.0
31	COc1ccc2c(c1)c(C(=O)N1CCN(C)CC1)c(C)n2-c1ccccc1	2.6%	-4.2	1.7%	0.4	-1.4	-20.4	-3.5	0.5	0.1
32	O=C(NCc1ccccc1)C12CN(Cc3ccccc3)CC1C(c1cccc([N+](=O)[O-])c1)=NO2 (configuration not stated)	-22.0%	·	1.4%	-0.4	7.0	-3.8	7.9	1.4	-0.2
33	CCOC(=O)c1c(N)sc(C(=O)N2CCCCCC2)c1C	?	-7.8	-2.0%	-1.5	-1.1	5.1	-3.8	-3.2	0.3
34	CCOc1ccc(CNC(=O)C2CCCN(c3nn4cc(-c5ccc(OC)cc5)nc4s3)C2)cc1 (configuration not stated)	-2.6%	-4.6	1.5%	0.3	4.7	-4.5	-5.2	19.4	-0.5
35	CN(C)S(=O)(=O)c1cccc(NC(=S)NCc2ccco2)c1	-5.1%	-19.2	-0.8%	1.8	-0.5	·	6.2	38.5*	11.3
36	CCOc1ccc2[nH]c(=O)c(C(c3nnnn3C3CCCCC3)N3CCN(CC)CC3)cc2c1 (configuration not stated)	1.3%	-9.4	1.9%	-0.4	4.2	·	5.1	-1.3	2.3
37	CCCCOC(=O)N1CCOCCOCCOCCOCC1	-0.2%	6.1	1.5%	0.8	-2.5	-5.1	60.5	-6.1	7.1
38	CC(C)c1ccc2c(c1)c(SC(C)(C)C)c(CC(C)(C)C(=O)O)n2Cc1ccc(Cl)cc1	-22.1%&0.7%	·	3.8%&-3.0%	-0.1&-0.2	-3.7&-0.8	-11.0&-12.0	-38.2*	-11.4&-2.2	8.2&8.5
39	Cc1ccc(C)n1NC(=O)c1ccccc1[N+](=O)[O-]	-9.5%	6.4	-0.5%	1.0	-5.6	1.6	2.6	-2.9	3.7
40	CCCCCCCOc1ccc(C2(C)NC(=O)NC2=O)cc1 (configuration not stated)	?	0.7	-0.7%	-0.3	-1.4	-0.5	-2.2	-0.4	8.4
41	COC(=O)c1cc2sccc2n1Cc1ccc(F)cc1Cl	-0.3%	?	0.8%	0.6	-2.5	-2.6	2.2	-0.5	5.2
42	CCOC(=O)[C@@H]1[C@H]2COc3ccccc3[C@H]2N2C(=O)N(c3cccc(F)c3)C(=O)[C@]12C	-2.4%	·	0.9%	-0.2	-0.8	4.5	-2.6	-1.7	2.6
43	Cc1ccc(Nc2nc(N3CCN(C)CC3)nc(N)c2[N+](=O)[O-])cc1C	-3.3%	·	0.4%	-0.6	-3.8	1.1	-9.3	-0.7	3.5
44	CN(CCOc1ccc(-c2ccn(S(=O)(=O)c3ccc(Cl)cc3)n2)cc1)c1ccccn1	-4.1%	-8.7	-2.7%	1.2	1.0	2.7	2.3	0.4	6.3
45	Cc1ccc(OCC(=O)Nc2ccc(S(=O)(=O)Nc3cc(C)nc(C)n3)cc2)c(Br)c1	3.2%	·	0.7%	-1.3	-2.4	4.2	-16.4	0.3	13.2
46	COc1ccc(C2C3=C(CC(C)(C)CC3=O)Nc3c2c(=O)[nH]c(=O)n3Cc2ccccc2)cc1 (configuration not stated)	-6.7%	-23.1	-1.6%	24.6	0.2	-1.6	-3.3	2.0	14.0
47	Cc1cc(C)c(C#N)c(SCCN2CCCCC2)n1	0.1%	8.3	0.5%	0.1	-7.0	-2.5	3.5	-1.8	4.3
